# RAD52 inh: RAD52 DNA annealing inhibitors, primary screen, biochemical, FRET, single point, set 2. DNA repair protein RAD52 homolog (Homo sapiens), P43351. recombinant RAD52 DNA annealing, FRET fluorescence. inhibition, % at 18.7 µM. actives 0.46% (n = 360,000). AID 651710, 2012;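 active means every replicate showing at least 50% inhibition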
# Target sequence (P43351 whole entry, looked up): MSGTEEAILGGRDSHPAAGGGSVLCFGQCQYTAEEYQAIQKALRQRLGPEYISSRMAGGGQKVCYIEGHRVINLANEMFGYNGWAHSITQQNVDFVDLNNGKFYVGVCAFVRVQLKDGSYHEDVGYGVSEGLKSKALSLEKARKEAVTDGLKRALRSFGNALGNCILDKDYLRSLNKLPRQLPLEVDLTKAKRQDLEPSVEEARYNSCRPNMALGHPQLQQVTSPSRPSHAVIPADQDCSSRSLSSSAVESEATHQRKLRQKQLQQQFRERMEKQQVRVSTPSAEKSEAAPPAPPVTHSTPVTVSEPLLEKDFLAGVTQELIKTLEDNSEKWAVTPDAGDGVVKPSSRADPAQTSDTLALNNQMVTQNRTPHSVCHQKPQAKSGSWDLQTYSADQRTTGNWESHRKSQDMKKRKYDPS
# ERAP1 HTS inh: human ERAP1 aminopeptidase inhibitors, primary screen, biochemical, single point, plate reader. Endoplasmic reticulum aminopeptidase 1 (Homo sapiens), Q9NZ08. recombinant ERAP1, Leu-AMC fluorescence, 60 min. inhibition, % at 10.7 µM. actives 0.15% (n = 340,000);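 active means mean replicate inhibition of at least 30%, or all replicates individually reaching that 30% level; inactive means mean below 30% and not every replicate reaching it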;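 further: 0% = neutral control wells and 100% = L-leucinethiol positive control wells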
# E-sel inducer: E-selectin induction in HUVECs, primary screen, imaging, HUVEC, immunofluorescence imaging, single point; actives 0.37% (n = 260,000); normalized: neutral wells 0, TNF-alpha wells 100; P16581; activation, % at 7.58 µM;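 active means mean E-selectin-positive cell signal at least 10% of the positive control, reached in at least 60% of replicates, without over 20% cell loss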;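 further: in these data hits start at about 27%; measured in HUVEC primary endothelial cells; signal is the percent of cells scored E-selectin positive by PE staining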
# Target sequence (P16581 whole entry, looked up): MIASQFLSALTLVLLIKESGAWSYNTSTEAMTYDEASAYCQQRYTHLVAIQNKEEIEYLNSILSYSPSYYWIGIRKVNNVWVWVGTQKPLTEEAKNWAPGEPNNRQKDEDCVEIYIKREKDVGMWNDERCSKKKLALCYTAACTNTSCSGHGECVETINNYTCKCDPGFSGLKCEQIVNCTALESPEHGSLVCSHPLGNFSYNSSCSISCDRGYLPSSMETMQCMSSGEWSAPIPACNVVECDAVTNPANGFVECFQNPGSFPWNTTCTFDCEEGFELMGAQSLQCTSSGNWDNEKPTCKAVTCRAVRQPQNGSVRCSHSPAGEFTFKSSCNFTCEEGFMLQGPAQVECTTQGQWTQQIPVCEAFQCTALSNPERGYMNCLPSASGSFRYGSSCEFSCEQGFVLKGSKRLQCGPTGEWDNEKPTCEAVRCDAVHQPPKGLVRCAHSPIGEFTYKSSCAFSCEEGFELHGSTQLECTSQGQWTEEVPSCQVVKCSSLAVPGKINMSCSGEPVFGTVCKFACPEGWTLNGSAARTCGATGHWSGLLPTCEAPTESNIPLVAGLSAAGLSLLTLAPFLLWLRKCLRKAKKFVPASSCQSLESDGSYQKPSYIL
#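 Read-out basis: % PE-positive cells; Test system: HUVEC primary endothelial cells; Technique: immunofluorescence imaging; Dosing: single-point compound dose.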
# RAD54 inh: inhibitors of human RAD54 branch migration, primary screen, biochemical, fluorescence, single point | RAD54 Holliday junction branch migration, FAM/BHQ fluorescence | DNA repair and recombination protein RAD54-like (Homo sapiens), Q92698 | inhibition, % at 10.4 µM | actives 0.14% (n = 360,000) | AID 602329, 2012;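 active means mean normalized replicate activity at least 40 and at least half of replicates scoring 40 or more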;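 further: 0% = median of neutral control wells and 100% = median of positive control wells; inhibitors cause a drop in the FAM fluorescence signal; in these data hits start at about 50%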
# PglD DTNB: C. jejuni PglD acetyltransferase inhibitors, primary screen, biochemical, DTNB colorimetric, single point | UDP-N-acetylbacillosamine N-acetyltransferase PglD (Campylobacter jejuni) | purified PglD enzyme, DTNB colorimetric CoA detection | inhibition, % at 12.5 µM | actives 0.098% (n = 360,000) | AID 602405, 2012; in the data active means inhibition above about 16%, passing the limit was not always enough; further: strong numbers were not always called active
# Cneo AK release: Cryptococcus neoformans cell lysis inducers, primary screen, AK release luminescence, single concentration; actives 0.2% (n = 360,000); lysis activity, % at 15 µM; C. neoformans lysis, adenylate kinase release luminescence, 4 h; normalised: neutral wells 0, clomiphene wells 100;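 active means mean lysis activity across replicates of at least 80%, whatever share of replicates individually reach that level; inactive means mean lysis activity below 80%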
#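 Signal: Adenylate kinase release luminescence | Assay system: Log-phase Cryptococcus neoformans yeast cells | Input: Cells at 5 × 10^6 per mL | Buffer or medium: Fresh YPD growth medium | Compound: Single dose | Schedule: Static 4 h at 37 °C with compound, 1 h detection | Controls: Clomiphene | Read-out: Luminescence rise reflecting yeast cell lysis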
# PGC1a acetyl inh: inhibitors of PGC1a acetylation signal, primary screen, cell-based, U2OS, AlphaScreen, inhibitor mode; AlphaScreen anti-acetyl-lysine; with virally co-expressed GCN5 acetyltransferase; inhibition, % at 15.6 µM; actives 0.17% (n = 350,000); AID 651687, 2012;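 active means every replicate shows inhibition of at least 40%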;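 further: 0% = neutral control wells and 100% = positive control wells; some results beyond the cut were filed as inactive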
# miR-122 sensor: miR-122 Renilla sensor signal increase in Huh7, primary screen, miR-122 inhibitor project, cell-based, single point, plate reader; Huh7 miR-122 Renilla luciferase sensor, 48 h; neutral wells = 0, positive control = 100; activation (reporter increase), % at 12.5 µM; actives 0.3% (n = 340,000);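 active means mean replicate activation score at least 90 and every replicate individually at or above 90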;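 further: higher luciferase means less miR-122 activity so hits act as miR-122 inhibitors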
# Starred values were filed as active, the others as inactive; · = not tested or not shown; & = joins results of further samples; [ ] = dose if it differs, or a comment. Not a hit list; about 1.4% have a hit in one of these screens.
SMILES,RAD52 inh,ERAP1 HTS inh,E-sel inducer,RAD54 inh,PglD DTNB,Cneo AK release,PGC1a acetyl inh,miR-122 sensor
O=C(Nc1cccc(NC(=O)c2cccnc2)c1)c1cccnc1,-19,-1,·,-2,1,2,10,3
COc1ccc(N2CCN(C(=O)CSc3nnc4c(C)cc5c(C)cc(C)cc5n34)CC2)cc1,·,·,·,2,-4,-2,8,-5
Cc1cc(O)c(C(C)C)cc1NC(=O)c1ccc(Cl)cc1,·,·,·,2,5,-13,7,-2
N#CNC(=Nc1cccc(C(F)(F)F)c1)SCc1ccc(C(=O)O)cc1,11,-14,-1.0,-9,2,3,-8,10
Cc1ccc(C)c(NC(=S)NC(NC(=O)Cc2cccc3ccccc23)C(Cl)(Cl)Cl)c1 (stereo not given),·,·,·,5,-6,0,-1,·
NC(=O)c1ccsc1NC(=O)COC(=O)Cc1ccccc1[N+](=O)[O-],-25,4,0.1,-7,8,-2,7,-3
COc1ccc(NC(=O)C2(C)Cc3c(-c4cccc(C(F)(F)F)c4)ccnc3O2)cc1OC (stereo not given),3,0,0.1,-11,-3,12,-13,0
CN(C)C=NC(=O)c1cc(C(=O)c2ccc(F)cc2)c[nH]1,-10,-1,·,5,2,2,·,-11
CCC(=O)N1C[C@@H]2[C@H](c3ccccc31)[C@@H](CO)N2C(=O)Nc1ccccc1F,2,-2,0.0,3,0,-2,3,40[16.7 µM]
C/C(=N\NC(=O)C1(C)CC1(Br)Br)c1ccc(C)cc1C (stereo not given),-15,-3,-0.8,-6,1,-2,·,·
CCOc1ccccc1CNn1cnnc1,-10,-4,·,-1,14,-2,·,-2
COc1ccc(N(Cc2ccccc2)S(=O)(=O)c2cccc(C(=O)NCC3CCCO3)c2)cc1 (stereo not given),3,-1,-0.5,0,-3,2,1,5
COc1cccc(-c2ccc([C@@H]3[C@H](CO)N4CCCCN(C(=O)NC(C)C)C[C@@H]34)cc2)c1,-3,·,0.2,-4,-8,-1,-9,2[16.7 µM]
Clc1ccc(CNCCCSc2ncccn2)cc1Cl,10,-2,-0.1,1,5,5,3,-7
O=C(C[C@@H]1CC[C@@H]2[C@H](COC[C@@H](O)CN2Cc2ccc(Oc3ccccc3)cc2)O1)Nc1nccs1,-4,1,-0.1,5,0,0,-9,-12[16.7 µM]
COc1ccc(Cl)cc1NC(=O)COc1ccc(S(=O)(=O)N2CCOCC2)cc1C,-4,-3,-0.1,-5,-1,3,-11,-4
CCCCNC(=O)C1(C)CCN1Cc1cccc2c(OC)cc(C(=O)OCC)cc12 (stereo not given),8,1,2.2,-4,-3,-1,1,-3
Cc1ccc2oc(=O)n(Cc3ccccc3OC(C)C)c2c1,·,·,·,-12,1,2,-7,-7
COCCNC(=O)C[C@H]1C=C[C@H](NS(=O)(=O)c2ccc(C)cc2)[C@@H](CO)O1,5,0,0.1,6,2,105*,1,·
CC(C)CNS(=O)(=O)c1ccc(OCC(=O)Nc2ccc3c(c2)OCO3)c(Cl)c1,·,·,·,3,2,0,·,303*
O=C(C[C@@H]1CC[C@@H]2[C@H](COC[C@@H](O)CN2Cc2ccc(C(F)(F)F)cc2)O1)NCCc1ccccc1,-3,0,0.0,2,-2,0,-13,-11[16.7 µM]
C[C@@H]1CCCCO[C@H](CN(C)S(=O)(=O)c2ccc(Cl)cc2)[C@H](C)CN([C@@H](C)CO)C(=O)c2cc(NC(=O)c3ccccc3)ccc2O1,-36,2,0.1,3,0,4,-8,-8[16.7 µM]
Cn1c(=O)c2c(nc(CN3CCN(Cc4ccccc4)CC3)n2Cc2ccc(Cl)cc2)n(C)c1=O,-23,2,1.0,0,1,-1,-2,4
CCN1CCN(CCCNC(=O)c2ccc(CS(=O)c3ccc(Br)cc3)o2)CC1 (stereo not given),-4,-3,·,6,-5,0,10,-6
Cc1cc(C)cc(NS(=O)(=O)c2cccs2)c1,-13,0,·,3,0,1,·,·

# Single records, from the list above.
# O=C(C[C@@H]1CC[C@@H]2[C@H](COC[C@@H](O)CN2Cc2ccc(C(F)(F)F)cc2)O1)NCCc1ccccc1 is listed with RAD52 inh: -3; ERAP1 HTS inh: 0; E-sel inducer: 0.0; RAD54 inh: 2; PglD DTNB: -2; Cneo AK release: 0; PGC1a acetyl inh: -13; miR-122 sensor: -11[16.7 µM]
# Cc1ccc2oc(=O)n(Cc3ccccc3OC(C)C)c2c1 is listed with RAD52 inh: ·; ERAP1 HTS inh: ·; E-sel inducer: ·; RAD54 inh: -12; PglD DTNB: 1; Cneo AK release: 2; PGC1a acetyl inh: -7; miR-122 sensor: -7
# COc1ccc(NC(=O)C2(C)Cc3c(-c4cccc(C(F)(F)F)c4)ccnc3O2)cc1OC (stereo not given) is listed with RAD52 inh: 3; ERAP1 HTS inh: 0; E-sel inducer: 0.1; RAD54 inh: -11; PglD DTNB: -3; Cneo AK release: 12; PGC1a acetyl inh: -13; miR-122 sensor: 0

# Molecules from the list above containing an aryl thioether with sulfur outside any ring:
SMILES,RAD52 inh,ERAP1 HTS inh,E-sel inducer,RAD54 inh,PglD DTNB,Cneo AK release,PGC1a acetyl inh,miR-122 sensor
COc1ccc(N2CCN(C(=O)CSc3nnc4c(C)cc5c(C)cc(C)cc5n34)CC2)cc1,·,·,·,2,-4,-2,8,-5
Clc1ccc(CNCCCSc2ncccn2)cc1Cl,10,-2,-0.1,1,5,5,3,-7

# Other compounds follow.
SMILES,RAD52 inh,ERAP1 HTS inh,E-sel inducer,RAD54 inh,PglD DTNB,Cneo AK release,PGC1a acetyl inh,miR-122 sensor
COc1ccc(NC(=O)CC2Sc3ncnn3C2=O)cc1 (stereo not given),-12,-3,0.0,9,1,1,-4,-10
Cc1cc(C(=O)Nc2ccc3c(c2)C(=O)N(C)[C@@H]2CC[C@H](CC(=O)N[C@H](C)c4ccccc4)O[C@H]2CO3)no1,11,-4,0.5,-3,1,9,3,33[16.7 µM]
COc1ccc(/C=C/C(=O)NCc2ccccn2)cc1OC,-18,4,·,-3,-4,1,-4,-7
COc1ccccc1NC(=O)c1cc(C(=O)O)ccc1C(=O)O,·,·,·,4,-5,0,·,-7
CC1=C(C(=O)N(C(C)C)C(C)C)CC(CC(=O)NCCCN(C)C)C(=O)N1Cc1ccc(F)cc1 (stereo not given),-7,-5,-0.2,2,0,-1,-2,8
Cc1csc(SCC(=O)Nc2ncc(Cl)c(C)c2Cl)n1,·,·,·,9,1,1,3,-2
CCN(C(=O)COC(=O)c1cc(=O)[nH]c2ccccc12)C1CCS(=O)(=O)C1 (stereo not given),2,-3,·,8,-3,-2,-5,-5
Cc1snc2sc(C(=O)c3ccc(F)cc3)c(N)c12,-7,·,0.1,5,3,0,16,-5
Cc1ccc(C)c(-n2c(C)cc(/C=N/NC(=O)c3c(C)nc4cc(C)ccn34)c2C)c1,·,·,·,-3,-1,11,·,0
C[C@@H]1CN([C@H](C)CO)C(=O)Cc2cc(NC(=O)CCN3CCOCC3)ccc2O[C@@H]1CN(C)Cc1ccc(C(=O)O)cc1,·,·,0.1,0,0,-2,2,-5[16.7 µM]
CC1=CC(C)(C)N2C(=O)C(=O)c3cc(OC(=O)c4ccco4)cc1c32,-2,1,·,·,·,·,12,6
C[C@H]1CCCCO[C@H](CN(C)C(=O)C2CCCCC2)[C@@H](C)CN([C@@H](C)CO)C(=O)c2cc(NC(=O)CCCN(C)C)ccc2O1,·,·,1.6,1,-2,2,-4,5[16.7 µM]
OCCOc1ccc(CN2CCN(CCCc3ccccc3)C(CCO)C2)cc1 (stereo not given),-3,-1,1.3,1,1,2,-3,-3
CCCCn1c(N)c(N(CC)C(=O)CSc2nnnn2-c2cc(C)ccc2C)c(=O)[nH]c1=O,0,·,-0.1,-15,-8,-1,·,-5
CSc1ccccc1NC(=O)c1ccccc1C,3,-3,2.4,12,3,0,8,0
O=C(C[C@@H]1CC[C@H](NC(=O)Nc2ccc(C(F)(F)F)cc2)[C@@H](CO)O1)NCc1ccccn1,1,0,-0.2,-4,-1,0,4,·
C[C@@H]1CN([C@H](C)CO)S(=O)(=O)c2ccc(C#CCN(C)C)cc2O[C@@H]1CN(C)Cc1ccccc1F,-5&8&10,-1&1&2,-0.1&0.0,2&4&-3,-2&0&-1,-2&2&2,-12&-9&-12,35
COc1cccc(N=c2oc3ccc(OC)cc3cc2-c2nc3ccccc3[nH]2)c1,·,·,·,6,-1,-6,10,8
CCOC(=O)c1cc(NC(=O)CSCCO)ccc1Cl,-4,1,·,1,0,0,-1,-3
CCOc1ccc(C(C)=O)cc1COC(=O)C(C)N=C1NS(=O)(=O)c2ccccc21 (stereo not given),-32,-2,·,-7,-4,3,16,2
COc1ccc(-c2ccc3c(c2)O[C@H](CN(C)Cc2cccnc2)[C@@H](C)CN([C@@H](C)CO)S3(=O)=O)cc1,18,0,0.0,-8,2,-2,9,·
O=C(CCc1ccc(S(=O)(=O)N2CCOCC2)cc1)N1CCc2ccccc2C1,-13,-1,2.2,-15,1,-2,·,-1
CC(=O)Nc1ccc(S(=O)(=O)NCC2(N3CCOCC3)CCCCC2)cc1,-7,-2,0.1,-3,0,-3,12,1
CC(=O)Oc1ccc(N2C(=O)C3C4C=CC(CO)(O4)C3C2=O)cc1 (stereo not given),·,·,·,0,-3,-3,-3,-4
COc1ccc(CNC(=O)C[C@@H]2C[C@@H]3c4cc(NC(=O)NC5CCCC5)ccc4O[C@@H]3[C@H](CO)O2)cc1,-7,-1,0.5,1,-1,5,-7,0[16.7 µM]
O=C(CN1C(=O)C2CC=CCC2C1=O)Nc1nc(-c2ccc(F)cc2)cs1 (stereo not given),-46,7,0.7,-10,1,-1,-1,-3
CC=Cc1ccc2n(c1=O)C[C@H]1[C@H](CO)[C@@H](C(=O)NCCC)N(C(=O)CC)[C@@H]21 (mixture of isomers),1,-2,0.2,5,-1,-2,-1,5[16.7 µM]
O=C(C1CC1)N(CCN(C(=O)C1CC1)c1ccccc1)c1ccccc1,·,·,·,-5,0,2,5,-30
COc1cccc(/C=N/Nc2cc(Cl)nc(C)n2)c1O,-11,-1,·,·,·,·,-13,2
